G9a block – qHTS Assay for Inhibitors of Histone Lysine Methyltransferase G9a; AID 504332, 2011; actives 8.8% (n = 350,000); G9a H3K9 monomethylation, AlphaScreen, 2 h; Potency, µM (highest dose often 102 µM), inactives show at the highest dose activity, negative = inhibition, most hits filed as inhibitors; Histone-lysine N-methyltransferase EHMT2 (Homo sapiens), Q96KQ7; further: on the % scale 0 is the no-effect control and ±100 the full control effect; nearly all actives have a fitted effect of over 75% in size
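Using a bead-based AlphaScreen, monomethylated H3K9 product from 2 h room-temperature reactions (G9a 20 nM, peptide 500 nM, SAM 20 uM) was detected with 0.5 ug/mL rabbit anti-H3K9me1 antibody.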
APEX1 inh – qHTS Assay for Inhibitors of the Human Apurinic/apyrimidinic Endonuclease 1 (APE1); Potency, µM (doses to about 65.8 µM), for the others: at the highest dose activity change, negative = inhibition, most hits filed as inhibitors; AID 2517, 2012; DNA repair nuclease/redox regulator APEX1 (Homo sapiens), P27695; actives 0.35% (n = 350,000); recombinant APE1, TAMRA/BHQ-2 abasic DNA cleavage fluorescence;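 further: plate controls were vehicle for no effect and reference inhibitor for full effect; nearly all actives have a fitted effect of over 55% in size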
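Incision of a quenched TAMRA/BHQ-2 THF abasic-site duplex (50 nM) by 0.75 nM APE1, after 15 min compound preincubation, measured as fluorescence increase over three 60 s reads. Values normalized to buffer, DMSO and NSC13755 control wells.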
POLB inh – qHTS Assay for Inhibitors of DNA Polymerase Beta. P06746. Pol beta primer extension/strand displacement, fluorescence kinetic. Potency, µM (doses to about 114 µM), inactives show top-dose activity change, negative = inhibition, actives largely listed as inhibitors. actives 1.3% (n = 340,000). AID 485314, 2010; further: on the % scale 0 is the no-effect control and ±100 the full control effect
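Curves were derived by four-parameter Hill fits of normalized qHTS data. The kinetic fluorescent primer-extension read was taken at 0 and 10 min after 50 nM substrate, following a 15 min room-temperature preincubation of 10 nM enzyme with compounds.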
Pol iota inh – qHTS for Inhibitors of Polymerase Iota. DNA polymerase iota (Homo sapiens), Q9UNA4. Pol iota fluorescent replication assay, 10 min. Potency, µM (series often up to 115 µM), for inactives: at the highest dose activity, negative = inhibition, actives largely listed as inhibitors. actives 1% (n = 390,000). AID 588590, 2011
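Fluorescent replication assay read twice, at 0 min and 10 min after adding 50 nM (final) substrate. Enzyme (10 nM) and compounds were first incubated 15 min at room temperature; enzyme-free buffer wells were negative controls.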
BLM inh – qHTS Assay for Inhibitors of Bloom's syndrome helicase (BLM); RecQ-like DNA helicase BLM (Homo sapiens), P54132; actives 0.2% (n = 350,000); recombinant BLM DNA unwinding, fluorescence dequenching; Potency, µM (series often up to 56.1 µM), without a hit: top-dose activity change, negative = inhibition, most hits filed as inhibitors;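 further: plate controls were vehicle for no effect and no enzyme for full effect; nearly all actives have a fitted effect of over 35% in size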
Target sequence (P54132 whole entry, looked up): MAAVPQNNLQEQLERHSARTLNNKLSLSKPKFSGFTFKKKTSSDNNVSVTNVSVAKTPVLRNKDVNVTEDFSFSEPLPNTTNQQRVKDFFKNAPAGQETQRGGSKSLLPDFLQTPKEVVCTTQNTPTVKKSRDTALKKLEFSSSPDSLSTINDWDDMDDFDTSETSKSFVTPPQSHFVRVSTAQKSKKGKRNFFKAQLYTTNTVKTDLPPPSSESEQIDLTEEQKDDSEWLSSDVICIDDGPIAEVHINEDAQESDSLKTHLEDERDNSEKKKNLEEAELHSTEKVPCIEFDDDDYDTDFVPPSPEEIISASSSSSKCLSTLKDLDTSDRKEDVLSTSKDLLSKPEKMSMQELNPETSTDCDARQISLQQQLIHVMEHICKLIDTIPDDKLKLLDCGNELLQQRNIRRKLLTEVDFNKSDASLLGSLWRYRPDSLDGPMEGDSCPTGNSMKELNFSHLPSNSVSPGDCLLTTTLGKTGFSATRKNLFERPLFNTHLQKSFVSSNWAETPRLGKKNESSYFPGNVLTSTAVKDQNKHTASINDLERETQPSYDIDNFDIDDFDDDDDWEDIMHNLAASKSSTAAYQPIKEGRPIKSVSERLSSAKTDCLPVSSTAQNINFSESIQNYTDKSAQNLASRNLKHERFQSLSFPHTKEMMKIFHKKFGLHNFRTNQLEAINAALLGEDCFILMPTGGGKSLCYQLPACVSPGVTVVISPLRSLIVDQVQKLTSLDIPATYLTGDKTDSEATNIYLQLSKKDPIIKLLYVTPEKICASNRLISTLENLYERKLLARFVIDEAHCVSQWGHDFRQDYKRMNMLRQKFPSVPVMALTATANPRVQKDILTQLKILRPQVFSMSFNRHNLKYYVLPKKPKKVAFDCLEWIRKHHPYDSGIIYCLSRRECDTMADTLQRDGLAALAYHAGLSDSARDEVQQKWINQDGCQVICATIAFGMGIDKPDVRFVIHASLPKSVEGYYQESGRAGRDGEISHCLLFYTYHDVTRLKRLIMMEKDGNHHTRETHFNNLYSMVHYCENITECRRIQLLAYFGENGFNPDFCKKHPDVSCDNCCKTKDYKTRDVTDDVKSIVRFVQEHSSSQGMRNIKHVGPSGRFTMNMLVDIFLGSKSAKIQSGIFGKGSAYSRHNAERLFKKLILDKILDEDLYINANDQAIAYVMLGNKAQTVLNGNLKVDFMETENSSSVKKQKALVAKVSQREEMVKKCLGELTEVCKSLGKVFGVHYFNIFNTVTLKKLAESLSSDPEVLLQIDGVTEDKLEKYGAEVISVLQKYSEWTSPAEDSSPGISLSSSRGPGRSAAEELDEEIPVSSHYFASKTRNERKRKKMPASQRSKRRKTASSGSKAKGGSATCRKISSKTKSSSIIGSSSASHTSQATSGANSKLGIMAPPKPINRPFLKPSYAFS
BAZ2B inh – qHTS Assay for Inhibitors of BAZ2B. Potency, µM (doses to about 114 µM), inactives show at the highest dose activity change, negative = inhibition, most hits filed as inhibitors. AlphaScreen BAZ2B-H3K14Ac peptide displacement. actives 4.4% (n = 360,000). AID 504333, 2011; further: on the % scale 0 is the no-effect control and ±100 the full control effect; nearly all actives have a fitted effect of over 60% in size
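Protein-peptide AlphaScreen: BAZ2B 50 nM, b-H3K14Ac 50 nM, 1x PBS pH 7.4 + 0.01% Tween-20. Preincubation 30 min RT; cpd 30 min RT (top 110 uM); beads 20 min RT, light-protected.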
Apoferritin bind – qHTS Assay for Identification of Novel General Anesthetics | Ferritin light chain (Equus caballus), P02791 | apoferritin/1-aminoanthracene competitive binding, fluorescence | Potency, µM (titrated, usually from 77.5 µM), without a hit: top-dose activity change, negative = displacement, usual class: inhibitors | actives 0.074% (n = 350,000) | AID 485281, 2010; further: on the % scale 0 is the no-effect control and ±100 the full control effect; nearly all actives have a fitted effect of over 20% in size
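In PBS, apoferritin at 10 uM is loaded with 1-AMA from a 50% saturated solution. After 10 min of compound exposure at ambient temperature, reduced 535 nm fluorescence indicates probe displacement.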
Pol eta inh – qHTS for Inhibitors of Polymerase Eta; DNA polymerase eta (Homo sapiens), Q9Y253; recombinant Pol eta, fluorescent DNA replication assay; Potency, µM (titrated, usually from 114 µM), inactives show at the highest dose activity change, negative = inhibition, actives largely listed as inhibitors; actives 1.2% (n = 390,000); further: on the % scale 0 is the no-effect control and ±100 the full control effect
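Pol eta at 10 nM preincubated with compounds 15 min at room temperature; reaction started with fluorescent substrate (50 nM final) and read kinetically at 0 and 10 min.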
POLK inh – qHTS for Inhibitors of Polymerase Kappa; DNA polymerase kappa (Homo sapiens), Q9UBT6; purified Pol kappa, fluorescent DNA synthesis assay, 10 min; Potency, µM (doses to about 107 µM), without a hit: at the top dose activity, negative = inhibition, actives largely listed as inhibitors; actives 0.53% (n = 400,000); AID 588579, 2011; further: on the % scale 0 is the no-effect control and ±100 the full control effect
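10 nM Pol kappa was preincubated with compounds for 15 min at room temperature. Reaction started with 50 nM (final) substrate. Fluorescence read kinetically at 0 and 10 min.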
* hit, by the source's call; ? = inconclusive; . = not tested or not shown; & = joins results of further samples; [ ] = another dose, or the depositor's remark. The call rests on the fitted dose curve; in most records, active means well fitted curve in the direction sought with a large enough effect; inconclusive means small, poorly fitted or top-dose-only effect, or another doubt; inactive means no such curve, though single readings can be large; an effect the other way counts as inactive or inconclusive. Potency means the concentration at half of the fitted maximal effect. A portion of the library; the hit share may differ from the screen's.

The line under a structure holds: G9a block | APEX1 inh | POLB inh | Pol iota inh | BLM inh | BAZ2B inh | Apoferritin bind | Pol eta inh | POLK inh
COc1ccc(C(=O)C2CCCN(Cc3ccc4nonc4c3)C2)cc1OC (configuration not stated)
    -45% | 4% | 8% | 60%[activator] | -2% | -13% | -18% | -19% | -18%
O=C(CC1CCCC1)N1CCN(S(=O)(=O)c2ccccc2)CC1
    23%[12.7 µM] | 9% | . | 16% | . | -2% | . | -13% | 12%
Cc1cc2n(c1)CCn1c(C)ccc1-2
    1%[2.33 µM] | 18% | 0% | . | -6% | ? | -12% | . | .
COc1ccc(OC)c(NC(=O)C2CCCN(S(=O)(=O)c3cccc4nsnc34)C2)c1 (configuration not stated)
    23%[0.501 µM] | -2% | 9% | ? | -6% | ? | -14% | 4% | -4%
S=C(NCc1ccncc1)Nc1ccc(Br)cc1Cl
    ? | 2% | -1% | 22% | 0% | -8% | -9% | -5% | 1%
Nc1c(C(=O)N2CCCCC2)sc(=S)n1-c1ccccc1
    ? | 2% | -3% | 36%[activator] | -14% | ? | 0% | -22% | -9%
O=C(Nc1cccc(F)c1)NC1CC2CCCC(C1)N2C1CC1 (configuration not stated)
    28%[59 µM] | 2% | 0% | -11% | 0% | -6% | -8% | -7% | 3%
Nc1nc2ccc(OC(F)(F)F)cc2s1
    13%[59 µM] | -5% | 9% | 8% | -4% | 9%&-35% | -7% | -18% | -8%[60.1 µM]
CCC(C(=O)Nc1cc(C)nn1-c1nc(C)cc(C)n1)c1ccccc1 (configuration not stated)
    -41% | -7% | 3% | ? | 0% | -37%[57.1 µM] | ? | -5% | -9%
CCO[C@@H]1OC(C(=O)NCc2ccccc2)=C[C@H](C)[C@H]1CCCO
    17%[12.7 µM] | 4% | -5% | 12% | 1% | -5% | -4% | -9% | 20%
O=C(Cn1nnc(-c2ccccc2NC(=O)C2CC2)n1)NC1CCCCC1
    2% | 1% | 0% | -20% | -1% | -1% | -12% | -11% | -6%
CC(=O)C1C(c2cccc(Oc3ccccc3)c2)NC(=O)NC1(O)C(F)(F)F (configuration not stated)
    1%[59 µM] | -1% | 1% | 2% | -2% | -32% | -19% | -8% | -4%
COc1ccc(C(C(=O)NC2CCCC2)N(C(=O)c2snc(-c3ccc(F)cc3)c2N)c2ccccc2)cc1 (configuration not stated)
    -22%[12.7 µM] | 17% | 26% | 4% | -2% | 2%[57.1 µM] | -8% | -2% | -1%
CCOc1ccc(N(C)S(=O)(=O)c2c[nH]c(C(=O)OC)c2)cc1
    0% | 12% | 8% | 1% | -1% | -15% | 2% | -9% | 5%
Cc1cccc(C2CC(c3ccccc3)Nc3ncnn32)c1 (configuration not stated)
    10% | -2% | -11% | 25% | 2% | 9% | -2% | -15% | -1%
CC(=O)C[C@H](O)CC(=O)[C@H]1OC(=O)CCCCCCc2ccccc21
    . | -1% | . | 17% | . | . | . | -7% | 4%
COc1ccc(CN2COc3ccc4c(C)cc(=O)oc4c3C2)cc1
    -35%[59 µM] | . | 24% | 18% | -14% | -6% | . | 3% | -3%
COc1cc(C(=O)Nc2ccc(Nc3ccccc3)cc2)cc(OC)c1OC
    50µM* | -24% | -2% | ? | -13% | ? | ? | -14% | -6%
CCN(CC(=O)NCc1cccs1)C(=O)c1ccc(OC)c(S(=O)(=O)N2CCOCC2)c1
    ? | 75%[activator] | . | 9% | . | -1% | . | -13% | 0%
Cc1ccc(NC(=O)Nc2ccc3nc(N4CCN(C)CC4)cc(C)c3c2)cc1C
    ? | . | -1% | 13% | -8% | -1%[57.1 µM] | 65%[activator] | -1% | -6%
CNC(=O)C12CCC(C)(c3nc4cc(C)c(C)cc4nc31)C2(C)C (configuration not stated)
    8% | 7% | 6% | 15% | 4% | -1% | -9% | -14% | 1%
CCc1ccc(NC(=O)CN(N=Nc2nonc2C)c2nonc2C)cc1
    . | 24% | -2% | 111%[activator] | -5% | -5% | 69%[activator] | -1% | -14%
CC(C)N1CCc2c(sc(NC(=O)CCc3ccccc3)c2C(N)=O)C1
    45µM* | 3% | -22% | 55%[activator] | -4% | ? | -5% | -16% | -15%
Cc1ccc(-c2c(C(=O)N/N=C/c3ccncc3)nnn2-c2nonc2N)cc1
    35%[59 µM] | 16% | -1% | 11% | -4% | -2% | -3% | -5% | 8%
O=c1cc(N2CCCCC2)c(-c2ccccc2)nn1Cc1ccc(F)cc1
    -2% | 3% | 1% | 20% | -13% | ? | ? | -23% | 3%
C/C=C(/C)C(=O)Nc1cccc(C2=NOC3(C2)C[C@@H](C(N)=O)N(C(=O)CC)C3)c1 (some centres not stated)
    6%[59 µM] | -2% | 22% | 2% | -1% | 0% | 0% | -10% | -12%
Cc1nnc(NC(=O)CSc2nnc(CNC(=O)c3ccccc3)o2)s1
    23% | -19% | 1% | 4% | -2% | 4% | 0% | -4% | -14%
COc1ccc2nc(C)cc(SCC(=O)N/N=C/c3ccccc3)c2c1
    ? | 2% | -20% | ? | -7% | -1% | -8% | ? | -5%
COc1ccc(C2=NS(=O)(=O)N(C)C(C(=O)N3CCC(C)CC3)=C2)cc1
    29% | 23% | 8% | 28% | -2% | 6% | -20% | -6% | 7%
NCCSC1CC(=O)N(c2ccc(Cl)c(Cl)c2)C1=O (configuration not stated)
    35µM* | 6% | 10% | 5% | -1% | ? | ? | -13% | 4%
COC(=O)c1scc(C)c1NC(=O)c1ccccc1F
    4% | 3% | -1% | -2% | -4% | -1% | -7% | -19% | -4%
NCC1CCC(C(=O)O)CC1 (configuration not stated)
    28%[21.5 µM] | 2% | . | . | 4% | . | 0%[29.3 µM] | . | 1%[60.1 µM]
CCCC1C(=O)Nc2ccccc2N1C(=O)c1cccc(C)c1 (configuration not stated)
    3% | 8% | 86% | 15% | -4% | -4% | -18% | 1% | -9%
Cc1cccc(NC(=O)C23CCC(C)(C2Br)C3(C)C)c1 (configuration not stated)
    . | -2% | 1% | -4% | -5% | 20% | ? | -7% | -16%
CCCC(c1nnnn1C(C)(C)C)N1CCN(c2ccccc2)CC1 (configuration not stated)
    0% | 1% | 8% | 44%[activator] | -3% | -18% | -6% | -9% | 2%
CC(C)(C#N)C(C)(C)c1nn[nH]n1
    ? | -1% | 1% | -18% | -2% | -6% | -4% | -8% | -4%
CCOc1ccc(CCNC(=O)CS(=O)Cc2nc(-c3ccc(C)cc3)oc2C)cc1 (configuration not stated)
    ? | 6% | 4% | 29% | -1% | -30% | -10% | -10% | 12%
CCOc1ccc(CCNC(=O)COC(=O)c2nc3nc(C)cc(C)n3n2)cc1OCC
    18%[59 µM] | 8% | 58% | 21% | 3% | -3% | -7% | -1% | 0%
Cc1cc(C)cc(NC(=O)c2ccc(NC(=O)c3ccco3)cc2)c1
    11% | -4% | 30% | 9% | -4% | -19% | -9% | -12% | -11%
O=c1c2c3nc4ccccc4nc3n(/N=C/c3ccccn3)c2ncn1-c1ccccc1
    . | 6% | 9% | ? | -6% | -6% | -11% | ? | -11%

Record cards (already shown). Values in the order: G9a block	APEX1 inh	POLB inh	Pol iota inh	BLM inh	BAZ2B inh	Apoferritin bind	Pol eta inh	POLK inh
COc1ccc2nc(C)cc(SCC(=O)N/N=C/c3ccccc3)c2c1 is listed as ?	2%	-20%	?	-7%	-1%	-8%	?	-5%
NCC1CCC(C(=O)O)CC1 (configuration not stated) is listed as 28%[21.5 µM]	2%	.	.	4%	.	0%[29.3 µM]	.	1%[60.1 µM]
COc1ccc(C2=NS(=O)(=O)N(C)C(C(=O)N3CCC(C)CC3)=C2)cc1 is listed as 29%	23%	8%	28%	-2%	6%	-20%	-6%	7%
CCOc1ccc(CCNC(=O)CS(=O)Cc2nc(-c3ccc(C)cc3)oc2C)cc1 (configuration not stated) is listed as ?	6%	4%	29%	-1%	-30%	-10%	-10%	12%
Cc1nnc(NC(=O)CSc2nnc(CNC(=O)c3ccccc3)o2)s1 is listed as 23%	-19%	1%	4%	-2%	4%	0%	-4%	-14%

Next entries follow.
The line under a structure holds: G9a block | APEX1 inh | POLB inh | Pol iota inh | BLM inh | BAZ2B inh | Apoferritin bind | Pol eta inh | POLK inh
O=C(Nc1ccc(-c2nc3ccccc3o2)c(O)c1)c1cc(-n2cnnc2)ccc1Cl
    6%[12.7 µM] | -3% | 35µM* | ? | -6% | -5% | -16% | -20% | -1%
CCOC(=O)C(C)n1nc(-c2ccccc2)c2ccccc2c1=O (configuration not stated)
    -5% | -4% | 3% | -3% | -7% | -2% | -15% | -5% | -3%
COc1cc(-c2nc(-c3ccc(C)nc3OC)no2)cc(OC)c1OC
    8%[12.7 µM] | -1% | -20% | . | -1% | 7% | 3% | . | .
N#CC1=C(N)Oc2cc(N)ccc2C1C1CCCCC1 (configuration not stated)
    15%[59 µM] | 10% | 8% | ? | -8% | ? | 54%[activator] | 2% | -4%
CC(=O)NC1(c2nnnn2CCOC(=O)Nc2ccc(Cl)cc2)CCCC1
    -2%[59 µM] | 4% | 7% | 37%[activator] | -3% | -33% | -11% | -5% | -3%
CN1CCN(c2ncc(CN3C(=O)c4ccccc4C3=O)s2)CC1
    ? | 0% | 9% | 35%[activator] | -1% | -19% | -5% | -10% | 7%
CCOc1ccc(CCNC(=O)C2CCN(c3nnc(-n4cccc4)s3)CC2)cc1
    24% | -3% | 13% | ? | 5% | 25% | -5% | -9% | -26%
O=C(Cn1c(=O)n(Cc2ccco2)c(=O)c2cc(Cl)ccc21)NCC1CCCO1 (configuration not stated)
    -44%[12.7 µM] | -2% | -2% | -1% | -3% | -27% | -5% | 2% | -4%
Cc1cc(C)c2c(CN3CCN(Cc4ccccc4)CC3)cc(=O)oc2c1
    ? | 34% | -20% | 2% | -4% | -35% | -14% | -23% | -7%[60.1 µM]

Screening results (PubChem)
